EPAC2 antag – qHTS for Antagonist of cAMP-regulated guanine nucleotide exchange factor 2 (EPAC2): primary screen; Rap guanine nucleotide exchange factor 4 (Homo sapiens), Q8WZA2; EPAC2 GEF exchange of Rap1B-BODIPY-GDP, fluorescence; Potency, µM (highest dose often 114 µM), without a hit: top-dose activity, negative = inhibition, actives largely listed as inhibitors; 360,000 compounds, 0.18% hits; also: % is scaled to controls: 0 for no effect and ±100 for the full control effect; nearly all actives have a fitted effect of over 45% in size; many of its hits are not listed in these tables
Target sequence (Q8WZA2 whole entry, looked up): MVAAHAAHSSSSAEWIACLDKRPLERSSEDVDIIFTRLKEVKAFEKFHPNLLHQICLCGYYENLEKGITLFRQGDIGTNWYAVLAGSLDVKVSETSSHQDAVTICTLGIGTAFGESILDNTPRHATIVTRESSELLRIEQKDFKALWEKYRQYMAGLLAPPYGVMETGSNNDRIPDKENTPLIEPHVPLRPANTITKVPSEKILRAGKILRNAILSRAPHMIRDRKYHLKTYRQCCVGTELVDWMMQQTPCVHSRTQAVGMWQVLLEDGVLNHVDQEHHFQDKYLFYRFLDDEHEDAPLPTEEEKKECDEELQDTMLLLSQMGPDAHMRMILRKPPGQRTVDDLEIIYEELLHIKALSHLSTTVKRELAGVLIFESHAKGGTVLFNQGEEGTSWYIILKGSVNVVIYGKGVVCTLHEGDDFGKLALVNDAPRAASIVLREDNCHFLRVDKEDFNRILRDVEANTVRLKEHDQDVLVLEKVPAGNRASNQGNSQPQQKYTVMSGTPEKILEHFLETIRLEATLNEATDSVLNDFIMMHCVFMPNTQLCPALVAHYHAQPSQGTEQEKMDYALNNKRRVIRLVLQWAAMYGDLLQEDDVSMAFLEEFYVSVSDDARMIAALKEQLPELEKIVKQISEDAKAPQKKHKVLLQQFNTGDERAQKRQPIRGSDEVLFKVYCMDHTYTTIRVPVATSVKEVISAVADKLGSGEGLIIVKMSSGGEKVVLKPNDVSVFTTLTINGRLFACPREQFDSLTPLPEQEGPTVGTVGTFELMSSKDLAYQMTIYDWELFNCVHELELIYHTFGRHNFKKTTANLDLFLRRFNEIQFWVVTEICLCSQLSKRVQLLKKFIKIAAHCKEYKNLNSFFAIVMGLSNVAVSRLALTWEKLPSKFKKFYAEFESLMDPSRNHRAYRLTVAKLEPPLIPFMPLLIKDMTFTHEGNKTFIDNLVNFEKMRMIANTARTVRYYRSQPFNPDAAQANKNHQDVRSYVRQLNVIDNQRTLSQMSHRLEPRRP
PTHR1 ag – qHTS for PTHR1 Agonists: Primary Screen | HEK293 GP2 PTHR1 cells, GloSensor cAMP luminescence, 1 h | Potency, µM (highest dose often 115 µM), for the others: at the highest dose activation, most hits filed as activators | Parathyroid hormone/parathyroid hormone-related peptide receptor (Homo sapiens), Q03431 | 410,000 compounds, 0.075% hits; also: nearly all actives have a fitted effect of over 55% in size; some results filed as inactive show a strong effect at the top dose; inactives centre near -15; many of its hits are not listed in these tables
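HEK-293-derived GP2 cells expressing PTHR1 and a GloSensor cAMP reporter, 3,000/well, plated overnight, given luciferin plus IBMX (each 0.5 mM as added) for 1 h at 37 °C, then compound for 1 h at 37 °C. Luminescence was read after 15 min at room temperature.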
EPAC1 ag – qHTS for Agonist of cAMP-regulated guanine nucleotide exchange factor 3 (EPAC1): primary screen | Rap guanine nucleotide exchange factor 3 (Homo sapiens), O95398 | EPAC1 agonist qHTS, biochemical assay; response scale: 100% = response to 6.5 mM cAMP | Potency, µM (titrated, usually from 154 µM), inactives show at the highest dose activation, hits mostly activators | 360,000 compounds, 0.073% hits; also: nearly all actives have a fitted effect of over 60% in size
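Read-out is the fluorescence drop as BODIPY-GDP leaves Rap1B (480 nm excitation, 540 nm emission), recorded every 5 minutes over 30 minutes. Reactions held 100 nM EPAC1, 250 nM Rap1B–BODIPY-GDP and 50 uM GDP, with 6.5 mM cAMP setting full activation.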
FUS suppressor – qHTS for Suppressors of FUS Proteinopathy: Primary screen using FUS-linked yeast assay; 390,000 compounds, 0.24% hits; AID 1347120, 2019; S. cerevisiae FUS-expressing, growth rescue, OD600, 24 h; Potency, µM (titrated, usually from 76.6 µM), for inactives: top-dose growth rescue (activation), usual class: activators;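 also: plate controls were DMSO vehicle for no effect and reference control for full effect; nearly all actives have a fitted effect of over 55% in size; some results filed as inactive show a strong effect at the top dose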
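Compound concentration series was pinned onto galactose-induced FUS-expressing yeast seeded at OD 0.005. Plates sat 24hr at 30C; absorbance at 600 nm gave growth. DMSO served as background control.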
EPAC1 antagonist – qHTS for Antagonist of cAMP-regulated guanine nucleotide exchange factor 3 (EPAC1): primary screen; Rap guanine nucleotide exchange factor 3 (Homo sapiens), O95398; EPAC1 GEF assay, Rap1b-BODIPY-GDP exchange fluorescence; Potency, µM (highest dose often 115 µM), for the others: at the highest dose activity change, negative = inhibition, hits mostly inhibitors; 360,000 compounds, 0.14% hits; AID 720709, 2013;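 also: plate controls were vehicle for no effect and positive control for full effect; nearly all actives have a fitted effect of over 50% in size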
TDP43 rescue – qHTS of TDP-43 Inhibitors; TDP-43 expressing yeast growth rescue, BacTiter-Glo, 24 h; AID 652104, 2013; Potency, µM (titrated, usually from 46.1 µM), inactives show at the top dose growth rescue (activation), usual class: activators; 410,000 compounds, 1.8% hits; also: % of control where 0% means no effect; nearly all actives have a fitted effect of over 50% in size
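Growth rescue of TDP-43-toxic yeast measured as ATP luminescence (BacTiter-Glo). Cells grown to mid-log in raffinose, induced in galactose at OD600=0.02, exposed to compound 24 hr at 30 deg C.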
EPAC2 ag – qHTS for Agonist of cAMP-regulated guanine nucleotide exchange factor 4 (EPAC2): primary screen; EPAC2 activation, biochemical qHTS; response scale: 100% = 6.5 mM cAMP response; Potency, µM (titrated, usually from 154 µM), for the others: at the top dose activation, actives largely listed as activators; 360,000 compounds, 0.079% hits; AID 720711, 2013; also: nearly all actives have a fitted effect of over 50% in size
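Compounds were added across a concentration range to EPAC2 (100 nM), RAP1B-BODIPY-GDP (250 nM) and GDP (50 uM). After 5 min at room temperature, fluorescence was recorded at 5-min intervals for 30 min.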
aSyn rescue – qHTS of alpha-syn Inhibitors; Potency, µM (doses to about 46.1 µM), inactives show top-dose growth rescue (activation), hits mostly activators; Yeast expressing alpha-synuclein, growth rescue, BacTiter-Glo, 24 h; 370,000 compounds, 0.14% hits; also: % of control where 0% means no effect; nearly all actives have a fitted effect of over 65% in size
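Galactose-induced alpha-syn yeast (OD600=0.02, raffinose-pregrown) + pinned cpd, 24 hr, 30 deg C; growth by BacTiter-Glo luminescence. Growth restoration scores as activation.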
Numbers without * were called inactive; i = inactive; ? = inconclusive; / = not tested or not shown; [ ] = dose if it differs, or a comment. Calls follow the shape of the dose curve; as a rule, active = well fitted curve in the direction sought with a large enough effect; inconclusive = small, poorly fitted or top-dose-only effect, or another doubt; inactive = no such curve, though single readings can be large; an effect the other way counts as inactive or inconclusive. Potency is read from the fitted curve at half-maximal effect. The list is partial; rates above refer to the full screens.

#	mol	EPAC2 antag	PTHR1 ag	EPAC1 ag	FUS suppressor	EPAC1 antagonist	TDP43 rescue	EPAC2 ag	aSyn rescue
1	O=C1S/C(=C\C=C\c2ccco2)C(=O)N1c1ccccc1	-3%	i	-10%	?	89µM*	-18%	8%	17%
2	O=C(NCCN1CCN(c2ccccc2)CC1)c1ccc2c(c1)[nH]c(=S)n1c3ccccc3nc21	8%	i	2%	0%	3%	-3%	5%	4%
3	COc1ccc(Cl)cc1NC(=O)CN(C)C(=O)c1sc2ccccc2c1Cl	-1%	-17%	6%	?	3%	?	13%	-2%[1.84 µM]
4	CN(NC(=O)C(=O)NCc1ccco1)C(=O)Nc1ccc(Cl)cc1	3%	-15%	10%	-14%	-9%	18%	4%	-8%
5	COc1ccc(C(=O)C23CC4CC(C2)CC(C(=O)c2ccc(OC)cc2)(C4)C3)cc1	29%	-19%	-2%	-22%	-26%	5%	14%	2%
6	COc1ccc(S(=O)(=O)N2CCOCC2)cc1NC(=O)CCc1nc2ccccc2c(=O)[nH]1	-3%	i	-2%	27%	-20%	-7%	6%	-4%
7	CCc1cc2c(=O)c(-c3nc4ccccc4n3C)coc2c(CN2CCOCC2)c1O	2%	i	8%	8%	-4%	-17%	8%	-1%
8	O=C(Cn1ccc(C(F)(F)F)n1)Nc1ccc(S(=O)(=O)NCc2ccco2)cc1	-10%	i	3%	?	-12%	-14%	-3%	-12%
9	COc1c2ccoc2c(OC(C)=O)c2oc(C)cc(=O)c12	2%	i	-8%	1%	-22%	10%	4%	-2%
10	COc1ccc(CCC2(C)NC(=O)N(C(C)C(=O)N3c4ccccc4CC3C)C2=O)cc1 (stereo not drawn)	-9%	-11%	-9%	?	5%	12%	5%	-11%[1.84 µM]
11	COc1ccc(Cc2nnc(SCC(=O)Nc3ccc(N4CCOCC4)cc3)o2)cc1	-4%	i	2%	0%	11%	10%	-2%	6%
12	C=CCn1c(N2CCCC2)nc2c1c(=O)n(C)c(=O)n2C	4%	i	7%	4%	0%	13%	6%	1%
13	CC(CCc1ccccc1)NC(=O)CN1CCc2ccccc2C1 (stereo not drawn)	-7%	i	1%	1%	-10%	8%	19%	15%
14	c1ccc2c(c1)CCCc1cc(NCCN3CCOCC3)nnc1-2	14%	-4%	-19%	-17%	-1%	7%	4%	0%
15	CCCC(=O)n1nc(-c2ccccc2)nc1SC	-16%	-3%	-5%	-21%	2%	13%	-6%	3%
16	O=P(CCCO)(Cc1ccccc1)Cc1ccccc1	3%	i	11%	-3%	-2%	-15%	11%	-6%
17	COc1cc(C(=O)NCCC(=O)N2CCCCC2)cc(OC)c1OC	-1%	i	1%	9%	-7%	-12%	3%	2%
18	CC(C)(O)c1cn(-c2nonc2N)nn1	-6%	-10%	6%	-5%	-3%	16%	-2%	1%
19	Cn1c(COc2ccccc2)nc2ccccc21	3%	-49%[inhibitor]	2%	7%	0%	-24%[1.82 µM]	9%	-14%
20	O=C(CN1C(=O)CC(c2ccco2)Sc2ccccc21)Nc1ccc(OC(F)(F)F)cc1 (stereo not drawn)	/	-23%	/	-11%	/	11%	/	0%

Along the list, as entered above:
PTHR1 ag, entries 4 to 11 → -15%, -19%, i, i, i, i, -11%, i
EPAC1 ag, entries 4 to 11 → 10%, -2%, -2%, 8%, 3%, -8%, -9%, 2%
EPAC1 antagonist, entries 4 to 11 → -9%, -26%, -20%, -4%, -12%, -22%, 5%, 11%

Molecules listed so far that have a CF3 group, in the order listed:
#	mol	EPAC2 antag	PTHR1 ag	EPAC1 ag	FUS suppressor	EPAC1 antagonist	TDP43 rescue	EPAC2 ag	aSyn rescue
8	O=C(Cn1ccc(C(F)(F)F)n1)Nc1ccc(S(=O)(=O)NCc2ccco2)cc1	-10%	i	3%	?	-12%	-14%	-3%	-12%
20	O=C(CN1C(=O)CC(c2ccco2)Sc2ccccc21)Nc1ccc(OC(F)(F)F)cc1 (stereo not drawn)	/	-23%	/	-11%	/	11%	/	0%

Following part:
#	mol	EPAC2 antag	PTHR1 ag	EPAC1 ag	FUS suppressor	EPAC1 antagonist	TDP43 rescue	EPAC2 ag	aSyn rescue
21	COc1ccc(Cn2c(C)c(C)c(C#N)c2NC(=O)Nc2cccc(Cl)c2)cc1	23%	-2%	2%	39%	11%	-9%	5%	-2%
22	COc1cc(/C=N/NC(=O)CCn2nnc3ccccc32)ccc1O	2%	i	0%	13%	0%	-2%	8%	-5%
23	CC(C)CC(C(=O)O)N1C(=O)C2C3CC(C2C1=O)C1C(c2ccccc2)c2sc(=O)[nH]c2SC31 (stereo not drawn)	10%	i	-6%	3%	-11%	-10%	-16%	0%
24	O=C(COC(=O)c1n[nH]c2ccccc12)NC(=O)NC12CC3CC(CC(C3)C1)C2	-1%[57.1 µM]	i	1%	9%	7%	10%	0%	1%
25	CC(C)NC(=O)N(C)C[C@H]1Oc2ccc(NC(=O)Nc3ccc4c(c3)OCO4)cc2C(=O)N([C@H](C)CO)C[C@@H]1C	9%	-16%	-6%	8%	-27%	22%	1%	1%
26	Cc1[nH]c(=O)[nH]c(=O)c1CSc1nnc([C@H](CC(C)C)NC(=O)OC(C)(C)C)o1	10%	-5%[57.5 µM]	0%	11%	-7%	16%	5%	0%
27	CCc1nc2ccc(C(=O)N3CCN(C(=O)c4ccco4)CC3)cn2c1N(C)Cc1ccc(OC)cc1	0%	i	-12%	-8%	-12%	12%	0%	-5%
28	CN(CCNC(=O)c1ccc(CS(=O)(=O)c2ccc(Br)cc2)o1)CCc1ccccc1	1%	i	-5%	15%	-4%	-8%	7%	1%
29	Cc1cc(C)nc(-n2ncc3c2CC(c2ccc(C(C)C)cc2)CC3=O)n1 (stereo not drawn)	-4%	-8%	-12%	/	-16%	28µM*	-10%	8%
30	CCOc1ccc(N2C(=O)C3=C(C(c4ccc(Cl)cc4)=NCCN3)C2c2cccnc2)cc1 (stereo not drawn)	7%	-6%	6%	-1%	-20%	11%	2%	1%
31	COc1cc(/C=N/NC(=O)c2cccc3ccccc23)cc(OC)c1O	-3%	-16%	-9%	8%	-10%	-3%	6%	2%
32	Cc1nc2ncnn2c(Nc2ccc3c(c2)OCCO3)c1C	15%	i	-8%	11%	6%	-27%	0%	-5%
33	COc1ccc(-c2csc(NC(=O)Cn3nc(C)cc3C)n2)cc1	5%	-38%	-2%	-5%	11%	15%	-11%	-7%
34	Cc1c(C2(O)CCCCC2)[nH]c2cnccc12	12%	i	-19%	-6%	2%	11%	0%	-2%
35	Cc1c(C(=O)NCc2ccccc2)oc2c1C(=O)CCC2	9%[57.1 µM]	-3%[57.5 µM]	-11%	12%	-2%	1%	3%	6%
36	Cc1n[nH]c(C)c1CS(=O)(=O)c1ccccc1	8%	15%	0%	39%	7%	-36%[inhibitor]	?	6%
37	O=[N+]([O-])c1ccc(/C=C/c2ccncc2)cc1	0%	i	10%	-30%	-23%	6%	5%	0%
38	CCn1c(SCC(=O)Nc2cccc(C)n2)nc2c1c(=O)n(C)c(=O)n2C	0%	i	3%	8%	11%	1%	4%	2%
39	N#Cc1ccc(NC(=O)Cn2c3[n+](c4ccc(C(F)(F)F)cc42)CCCCC3)cc1	-6%	i	-3%	10%	-6%	8%	8%	0%
40	C=CCn1c(SCC(=O)Nc2nc3ccccc3s2)nnc1-c1ccccc1O	-21%	5%[57.5 µM]	21%	?	-28%	-20%	21%	21%
41	O=C(/C=C/c1cccc(F)c1)OCC(=O)N1CCCc2ccccc21	-11%	-14%	12%	19%	-26%	-11%	11%	0%
42	NS(=O)(=O)c1ccc(CNS(=O)(=O)c2ccc3ccccc3c2)cc1	15%	-3%	8%	43%	-18%	0%	8%	-6%
43	O=C(Nc1ccccc1F)c1ccc([N+](=O)[O-])s1	-1%	-29%	0%	-14%	-12%	-85%[inhibitor]	12%	-16%
44	C=CCc1cccc(CNn2cnnc2)c1O	3%	i	9%	17%	-2%	-17%[1.82 µM]	3%	-2%
45	CSc1cccc(NC(=O)CSc2nc3ccccc3o2)c1	-3%	-2%[57.5 µM]	16%	6%	-10%	11%	16%	?
46	COc1ccc(/C=C\C(=O)NCc2ccc3[nH]c(C)cc3c2)cc1OC	-10%	i	6%	?	-1%	7%	9%	9%
47	O=C1N(c2ccccc2)C[C@@H]2C[C@@H](c3cc4ccccc4o3)N3CCC[C@@]123	-11%	-45%[inhibitor]	5%	48%	-3%	-20%	9%	0%
48	Cc1[nH]n(-c2ccccc2)c(=O)c1N=Nc1ccccc1O	0%	-4%	7%	22%	-18%	17%	14%	9%
49	CCc1ccc(C(=O)NNC(=O)C2CCN(c3ncnc4sc(C)c(C)c34)CC2)cc1	-4%	-87%[inhibitor]	3%	?	?	-2%	8%	5%
50	CCN1CCN(Cc2cc(=O)oc3cc4c(cc23)CCC4)CC1	-1%	i	2%	28%	-11%	?	4%	3%
51	CCn1c(CNc2ccccc2Cl)nnc1SCC(=O)NCc1ccccc1	12%	i	4%	9%	4%	-1%	2%	7%
52	CCNc1ccc(Br)cc(C(=O)/C=C/c2c(Cl)cccc2Cl)c1=O	2%	-32%[inhibitor]	15%	?	?	-6%	14%	15%
53	COc1ccc(-n2c(-c3ccccc3)cc3c2CCCC3=O)cc1	-18%	-27%	3%	/	-23%	?	15%	22%
54	Cc1ccc2nc(N(CCCN(C)C)C(=O)c3ccc(S(=O)(=O)N4CCOCC4)cc3)sc2c1	3%	-19%	-1%	22%	-14%	12%	5%	6%
55	CCOC(=O)Cc1csc(NC(=O)c2csc(C)c2)n1	-3%	i	6%	26%	8%	7%	0%	0%

Bioassay records: PubChem, National Center for Advancing Translational Sciences (NCATS)
